All columns: NCI-60 one-dose screen, growth in % after 48 h at 10 µM unless noted; 100 = growth as untreated, 0 = no growth, -100 = all killed.
HS 578T: HS 578T breast cancer. 78,000 tested, 4.1% active. AID 1794788
SK-MEL-5: SK-MEL-5 melanoma; 80,000 tested, 6.4% active; AID 1794755
MALME-3M: MALME-3M melanoma; 78,000 tested, 5.8% active; AID 1794766
SK-MEL-28: SK-MEL-28 melanoma | 81,000 tested, 4.1% active | AID 1794761
UACC-257: UACC-257 melanoma. 78,000 tested, 4.4% active. AID 1794764
T-47D: T-47D breast cancer | 79,000 tested, 5% active
LOX IMVI: LOX IMVI melanoma | 79,000 tested, 7.4% active
SK-MEL-2: SK-MEL-2 melanoma; 77,000 tested, 4.7% active; AID 1794763
* marks the source's active call; other numbers are inactive results; x = no result given; & = joins results of further samples; [ ] = dose if it differs, or a comment. Rule for the calls: active = growth percent below 10; inactive = the rest.

SMILES	HS 578T	SK-MEL-5	MALME-3M	SK-MEL-28	UACC-257	T-47D	LOX IMVI	SK-MEL-2
Cc1cc(C)c(C(=O)OC(C)CNC2CCCCC2)c(C)c1 (stereo not given)	100	101	108	105	98	100	88	95
CCCc1nc(N)nc(N)n1	112	110	125	101	78	99	106	93
Oc1cccc(N=Cc2ccccc2O)c1	104	100	89	126	98	x	91	97
O=C(O)CCCSc1nc(-c2ccccc2)cc(-c2ccc(Cl)cc2)n1	128	94	113	113	104	94	97	102
CC(=O)OC1CC2CCC3C(CCC4(C)C3CC([N+]3(C)CCCCC3)C4OC(C)=O)C2(C)CC1[N+]1(C)CCCCC1 (stereo not given)	113	115	128	120	97	101	102	109
N#Cc1cn(-c2cccnc2Cl)c(C(=O)c2ccc(F)cc2)c1N	99	100	95	98	97	98	99	101
CC1CCOS(=O)O1 (stereo not given)	95&99	101&101	96&94	102&103	91&92	100&105	104&105	107&121
CCOC(=O)C1OC1c1ccccc1 (stereo not given)	115	100	103	110	106	99	101	114
O=S(=O)(Oc1ccc(/C=N/NC(=S)Nc2ccccc2)cc1)C(F)(F)C(F)(F)C(F)(F)C(F)(F)C(F)(F)C(F)(F)F	98	103	117	104	105	106	106	109
OC1C2CCC(C2)C1CN1CCOCC1 (stereo not given)	129	101	x	114	122	109	95	107
Fc1ccc(/C=C/c2nc3ccccc3nc2N2CCN(c3ccccc3)CC2)cc1	82	67	95	81	95	54	62	73
Clc1ccccc1Nc1nnc(-c2ccncc2)s1	95	98	109	100	108	89	110	107
COc1cc(CNC(=O)CCCC/C=C/C(C)C)ccc1OCc1cn(-c2ccccc2F)nn1	88	92	108	107	95	83	87	106
O=C(Cn1cc(C2(O)CCCCC2)nn1)Nc1nc2ccccc2s1	102	99	95	99	98	110	92	104
Cc1ccc(/C=C/C2=NN(c3ccccc3)C(c3ccc(C)o3)C2)o1 (stereo not given)	102	100	109	109	110	85	98	95
CCc1ccc(Nc2ncnc3c2c(C)nn3-c2ccc([N+](=O)[O-])cc2)cc1	97	97	x	97	92	83	99	102
CC1CNC(=S)N(c2ccccc2)C1=O (stereo not given)	94	88	83	97	100	109	91	97
O=C1NC2C=C(Cl)C=CC2C=C1C1N(c2ccccc2)NC(=O)[C@@H]2CCCN12 (stereo not given in full)	102	92	138	124	114	83	85	95
O=C1/C(=C/c2ccc(F)cc2)COc2ccc(O)cc21	94	99	86	103	107	87	22	114
NS(=O)(=O)c1ccc(NNCCC(=O)c2ccc3ccccc3c2)cc1	100	98	102	109	100	89	98	104
Nc1nc(N)c2c(C(=O)Nc3ccc(CCN4CCOCC4)cc3)coc2n1	108	106	108	102	105	96	97	99
CC(C)(C)CC(C)(C)NCc1cc(C(C)(C)C)cc(CNC(C)(C)CC(C)(C)C)c1O	68	37	51	81	75	14	46	x
COc1ccc([N+](=O)[O-])cc1OC	132&112	106&104	104&117	107&96	95&90	102&103	101&98	103&123
CC(=O)c1ccc(Cl)c(Cl)c1	91	103	101	101	88	x	104	92
COC1C(COC(=O)c2ccccc2)OC(OC(C)=O)C1OC(C)=O (stereo not given)	112	104	94	101	x	97	96	x
Cc1cc(C)cc(CCCCCCCCCCCCCCCCCC(=O)O)c1	x	102	108	119	106	82	104	150
O=C1OCCN1/N=C/c1ccc([N+](=O)[O-])o1	101&114	108&87	91&90	114&107	101&106	100&116	91&96	116&129
C=C(Cl)C(O)CO (stereo not given)	102	100	116	104	115	91	93	128
NS(=O)(=O)c1ccc(NC(=S)Nc2ccc(S(=O)(=O)Nc3nccs3)cc2)cc1	96	102	112	107	x	97	100	x
CC(C)(C)[Si](O[C@@H]1C(=O)C=CN[C@@H]1/C=C/c1ccccc1)(c1ccccc1)c1ccccc1	88	85	94	88	99	52	78	x

Structures shown so far that contain a nitro group on carbon (three):
SMILES	HS 578T	SK-MEL-5	MALME-3M	SK-MEL-28	UACC-257	T-47D	LOX IMVI	SK-MEL-2
CCc1ccc(Nc2ncnc3c2c(C)nn3-c2ccc([N+](=O)[O-])cc2)cc1	97	97	x	97	92	83	99	102
COc1ccc([N+](=O)[O-])cc1OC	132&112	106&104	104&117	107&96	95&90	102&103	101&98	103&123
O=C1OCCN1/N=C/c1ccc([N+](=O)[O-])o1	101&114	108&87	91&90	114&107	101&106	100&116	91&96	116&129

Quoted at random: five entries already listed, in no set order.
SMILES	HS 578T	SK-MEL-5	MALME-3M	SK-MEL-28	UACC-257	T-47D	LOX IMVI	SK-MEL-2
Clc1ccccc1Nc1nnc(-c2ccncc2)s1	95	98	109	100	108	89	110	107
CC1CCOS(=O)O1 (stereo not given)	95&99	101&101	96&94	102&103	91&92	100&105	104&105	107&121
CCCc1nc(N)nc(N)n1	112	110	125	101	78	99	106	93
COc1cc(CNC(=O)CCCC/C=C/C(C)C)ccc1OCc1cn(-c2ccccc2F)nn1	88	92	108	107	95	83	87	106
CC(C)(C)[Si](O[C@@H]1C(=O)C=CN[C@@H]1/C=C/c1ccccc1)(c1ccccc1)c1ccccc1	88	85	94	88	99	52	78	x

Next part:
SMILES	HS 578T	SK-MEL-5	MALME-3M	SK-MEL-28	UACC-257	T-47D	LOX IMVI	SK-MEL-2
COc1ccc(/C=C(\C#N)n2nnc3cc(F)c(F)cc32)cc1	92	52	46	58	82	23	47	51
Cc1ccc(C(=O)Nc2ccc(S(=O)(=O)O)c3cc(S(=O)(=O)O)cc(S(=O)(=O)O)c23)cc1NC(=O)c1cccc(NC(=O)Nc2cccc(C(=O)Nc3cc(C(=O)Nc4ccc(S(=O)(=O)O)c5cc(S(=O)(=O)O)cc(S(=O)(=O)O)c45)ccc3C)c2)c1	108	106	98	108	103	120	102	99
O=C1c2cc(F)ccc2Oc2cc([N+](=O)[O-])ccc2N1c1ccc(I)cc1F	101	101	104	113	103	102	92	101
CCCS(=O)(=O)c1nc(NC2CC2)cc(-c2ccc3c(ccn3C3CC(C)(C)NC(C)(C)C3)c2)n1	-11*	16	-56*	-59*	x	-74*	-91*	54
O=c1c(Nc2ccccc2)c(Nc2ccccc2)c1=O	96	100	98	101	97	95	100	98
CCc1ccccc1-n1c(-c2ccc(Cl)cc2)cc(-c2ccc(Cl)cc2)c(C#N)c1=O	88	89	91	99	99	79	82	103
Cn1c(=O)c2c(nc(NCCNc3ccc(S(=O)(=O)Nc4ncccn4)cc3)n2Cc2ccccc2)n(C)c1=O	88	100	93	100	103	93	97	115
O=S(=O)(CCc1ccccc1)CS(=O)(=O)CCc1ccccc1	111	107	106	114	118	109	x	x
COc1ccc(C(=O)NCc2ccc(C(=O)O)cc2)cc1Nc1ccnc(C(F)(F)F)c1	98	101	101	107	107	94	x	x
O=c1[nH]nc(-c2cc(Cl)ccc2NCc2ccccc2)c(=O)[nH]1	89	91	97	109	104	92	96	103
C=C/C=N/Nc1ccc([N+](=O)[O-])cc1[N+](=O)[O-]	104	103	111	111	96	48	51	101
O=c1scc(-c2ccc(Br)cc2)s1	112	93	130	100	100	90	96	111
COc1ccc(N2C(=O)[C@@H](OC(C)=O)[C@H]2/C=C/c2ccccc2)cc1	92	98	94	106	104	85	105	x
CN(C)CCCC1(c2ccc(F)cc2)OCc2cc(-c3ccncc3)ccc21 (stereo not given)	77	96	94	105	94	89	102	99
NC1=NC2(CCCC2)N=C(Nc2ccc(S(N)(=O)=O)cc2)N1	105	102	100	103	97	109	101	115
COc1ccc2[nH]cc(-c3nonc3-c3c[nH]c4ccc(Br)cc34)c2c1	55	78	70	84	64	3.8*	-33*	73
Oc1[nH]c2ccc(Cl)cc2c1/C=c1/ccc2c(c1)N=C(c1ccc(C(F)(F)F)cc1)N=2	74	63	69	46	66	61	34	63
Nc1cc(-c2c[nH]c3ccc(Cl)cc23)nc2cc(-c3c[nH]c4ccc(Cl)cc34)nn12	74	71	91	81	84	52	-5.9*	72
CCOC(=O)Oc1c(OC)cc(C(=O)c2ccc(OC)c(OC(=O)CCl)c2OC)cc1OC	15	35	51	47	49	36	43	8.9*
Cc1cc(Nc2nc(C(=O)N(C)C)nc3ccccc23)n[nH]1	104	103	102	91	99	x	102	94
CCCC1OC(C)C(C)O1 (stereo not given)	117	105	108	109	105	107	100	116
COc1cc(/C=N/Nc2ncnc3c2c(C)nn3C)cc(OC)c1OC	72	93	92	93	102	82	90	103
C[C@H]1C[C@@H](n2cnc3c(N)nccc32)[C@H](O)[C@@H]1O	109	97	110	88	89	102	80	106
COc1ccc(/C=C/C(=O)c2ccc([N+](=O)[O-])cc2)cc1	106	105	x	112	110	98	x	99
CN1CCc2c(Sc3ccc(C(=O)NO)cc3)c3ccccc3n2C1	60	x	42	15	14	40	12	40
Cc1cc(C)c2c(n1)sc1c(Nc3ccc(OCc4ccccc4)cc3)ncnc12	108	104	89	114	106	96	92	x
CCn1c(SC/C(=N/O)c2ccc(OC)cc2)nnc1-c1ccncc1	93	101	96	105	98	96	99	101
CCCCN(CC(O)CNc1cc(OC)cc2cccnc12)C(C)CC (stereo not given)	84	96	124	106	86	x	81	103
Clc1ccc(NCc2nnc(-c3ccco3)o2)cc1	94	x	92	113	95	82	88	92
O=C(CSC(=S)N1CCCCC1)Nc1ccc(Cl)cc1	102	73	98	82	82	58	37	42
COc1cc(OC)c(C(C)=O)cc1OC	x	93	101	100	101	90	x	109
O=c1[nH]c(=O)n(Cc2ccc(O)cc2)cc1F	98[50 µM]	100[50 µM]	101[50 µM]	111[50 µM]	96[50 µM]	x	91[50 µM]	107[50 µM]
Cc1cc(NC(=O)NC(=O)c2ccccc2N(C)C)ccc1Oc1ncc(Br)cn1	40&24	0.7*	55&25	68	74&26	52&36	50&27	60&48
COc1ccc(C(=O)COc2ccc(C(C)=O)cc2OC)cc1OC	110	100	116	113	102	103	92	102
C1CNNCCNN1	117	109	118	x	96	119	99	90
CN(C(=S)S(=O)(=O)C12CC3CC(CC(C3)C1)C2)c1ccccc1	85	101	108	107	87	87	81	69
Nc1nc(-c2ccccc2)c(N=Nc2ccc(Cl)cc2)s1	82	99	111	99	113	62	85	104
COc1ccc(C2CCc3cc(OC)c(OC)cc3C2NC=O)cc1OC (stereo not given)	114	97	106	99	103	101	97	113
Nc1ccc(-c2ccc(N)c([N+](=O)[O-])c2)cc1[N+](=O)[O-]	85	98	145	115	119	92	89	115
C[C@]12CCc3nc(Nc4ccccc4)sc3C1=CC[C@@H]1[C@@H]2CC[C@]2(C)/C(=N/NC(N)=S)CC[C@@H]12	56	38	70	64	68	9.5*	70	67
Cc1ccc(N/C=C/C(=O)c2sc3nc4ccccc4n3c2C)cc1S(N)(=O)=O	96	91	104	99	101	95	104	112
CCCCSCN1CCN(c2ccc(Cl)cc2)CC1	92	99	107	109	x	105	94	109
O=[N+]([O-])c1ccc(Cl)cc1/C=N\Nc1ccccn1	76	105	x	101	101	78	84	88
CN(C)c1ccc(/C=C(\C#N)c2nc(N)nc(Nc3ccc(S(N)(=O)=O)cc3)n2)cc1	65	67	110	96	106	42	72	108
Cc1ccc(/C=C/c2c(C(=O)c3ccccc3)c(=O)[nH]c3ccccc23)cc1	87	95	114	96	84	87	97	95
C=CCC(CCCC)(C(=O)OCC)C(=O)OCC	127	113	106	115	100	107	100	100
CN=c1ccc2cc3ccc(NC)cc3oc-2c1	105&93	103&92	99&79	98&97	101&102	86&96	92&94	110&102
O=C1CCC(=O)N1CCC(=O)N(C(=O)NC1CCCCC1)C1CCCCC1	100	x	133	99	94	100	95	116
Cc1ccc(-c2c3c(nc4nc(C)[nH]c(=O)c24)C(C)CCC3)cc1 (stereo not given)	97	100	105	122	87	82	83	96
[O-][n+]1cccc(O)c1	105	112	127	111	111	103	103	102
CC1(C)CC[C@]2(CO)CC[C@]3(C)[C@@H](NC(=O)C[C@@H]4[C@@]5(C)CC[C@H](O)C(C)(C)[C@@H]5CC[C@]43C)[C@@H]2C1	115	97	103	109	108	107	x	123
C#C[C@]1(O)CC[C@H]2[C@@H]3CC=C4c5sc(Nc6nc(C)cc(OC)n6)nc5CC[C@]4(C)[C@H]3CC[C@@]21C	-6.8*	18	24	21	46	59	x	58
CCOC(=O)c1ccc(-n2nc(C(=O)NCCCCCC(=O)O)nc2-c2ccccc2)cc1	100	91	98	107	93	101	101	116
COc1cc(CNC(=O)/C=C/c2ccc3c(c2)OCO3)ccc1OCc1cn(-c2ccc([N+](=O)[O-])cc2)nn1	x	89	88	100	91	65	x	118
Cn1c(=O)c2c(nc(N/N=C/c3ccc(Br)cc3)n2C)n(C)c1=O	118	109	114	109	109	103	102	123
O=c1[nH]nc(-c2ccccc2)cc1Cc1cc2ccccc2[nH]c1=O	96	91	75	101	92	74	89	90
O=C(O)c1ccccc1.[Ag]	114	29	119	106	94	73	17	122
CCN(C(=O)N1CCN(c2cc3c(cc2F)c(=O)c(C(=O)O)cn3C2CC2)CC1)c1nc(-c2ccc(Br)cc2)cs1	101	97	100	92	102	82	88	98
CCOC(=O)n1cc(-c2nonc2-c2cn(C)c3ccc(Br)cc23)c2ccccc21	74	97	89	109	98	66	79	94
CCNC(N)=O	x	103	106	105	96	104	105	113

Continued.
SMILES	HS 578T	SK-MEL-5	MALME-3M	SK-MEL-28	UACC-257	T-47D	LOX IMVI	SK-MEL-2
Cc1nnc2c3ccccc3ccn12	111	115	111	108	109	x	104	106
COc1ccc(/C=C2\N=C3SC=C(N4C(=O)CSC4=Nc4ccccc4)N3C2=O)cc1	105	101	90	101	x	89	92	x
COc1c(/C(C)=N/N=c2sc(C(C)=O)nn2-c2ccc(C)cc2)c(Oc2ccccc2)c(OC)c2occc12	102	104&97	105&97	108&110	112&106	82&72	96&65	113&108
CCOC(=O)C(O)c1ccccc1 (stereo not given)	110	91	103	108	x	95	92	106
CCCCSc1nc(N)nc2c1ncn2CC(C)CC (stereo not given)	106	88	117	106	130	88	113	97

Compound profiles (already shown). Values in the order: HS 578T	SK-MEL-5	MALME-3M	SK-MEL-28	UACC-257	T-47D	LOX IMVI	SK-MEL-2
Results for Cc1nnc2c3ccccc3ccn12 = 111	115	111	108	109	x	104	106
Results for COc1c(/C(C)=N/N=c2sc(C(C)=O)nn2-c2ccc(C)cc2)c(Oc2ccccc2)c(OC)c2occc12 = 102	104&97	105&97	108&110	112&106	82&72	96&65	113&108
